AI-2 QS mod: modulators of Vibrio harveyi AI-2 quorum sensing system. Vibrio harveyi JMH597 AI-2 luminescence/OD600 ratio, 9 h; stronger effect = lower value; strain lacks LuxN and CqsS sensors; 0 = neutral-control median. activity change, % at 7.5 µM. 300,000 tested, 0.4% active. AID 2094; in the data active = activity change below about -75%, passing the limit was not always enough; inconclusive = no clear call, values can overlap the other calls;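 also: luminescence divided by OD600 gain over 9 h not by final OD600 alone; inactives centre near 13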
IEC-6 tox: counter-screen for KLF5 inhibitors: cytotoxicity in IEC-6 cells; 290,000 tested, 0.78% active; AID 1825; inhibition, % at 5 µM; IEC-6 cytotoxicity, luminescence viability; in the data active = inhibition above about 22%;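 also: 0% = plate median of test compound wells and 100% = cytotoxic reference compound wells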
Platelet DG rel: platelet dense granule release activity. human platelet-rich plasma, SFLLRN dense granule ATP release, luminescence. inhibition, %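 (compounds screened at 7.5 µM in platelet-rich plasma)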. 300,000 tested, 0.22% active. AID 1663;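 active = mean replicate score, as percent of positive control, at or above 50; inconclusive = mean below 50 but at least one replicate at or above 50; inactive = mean and every replicate below 50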
aSyn UTR inh: MLPCN primary screen, SNCA 5' untranslated region; 300,000 tested, 0.82% active; alpha-synuclein 5'UTR reporter, inhibitor activity; inhibition, % (tested at 7.5 µM); in the data active = inhibition above about 60%; inconclusive = no clear call, values can overlap the other calls;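 also: H4 neuroglioblastoma cells stably carrying SNCA 5'UTR luciferase fusion; 0% = DMSO wells and 100% = positive control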
KLF5 inh: inhibitors of KLF5 expression | DLD-1 KLF5 promoter-luciferase reporter, luminescence | inhibition, % at 5 µM | 290,000 tested, 0.23% active | AID 1700;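 active = inhibition above a per-plate limit of that plate's mean compound inhibition plus 3 SD, cut at about 60% in these data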;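 also: 0% = DMSO wells and 100% = LY294002 at 200 µM; higher means less KLF5 promoter-driven luciferase light; inactives centre near -14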
HSF1 inhib: HSF1 inhibition; activity change, negative = inhibition, % at 7.5 µM (by protocol); AID 2098; 300,000 tested, 0.77% active; NIH3T3-HGL HSE-luciferase, MG132-induced, luminescence 8 h; stronger effect = lower value;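 active = more than half of replicate wells show activity change below -50%, luminescence cut by over half; inconclusive = some wells, but at most half, below -50%; inactive = no replicate well below -50%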;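 also: luciferase reports HSF-1 transcriptional activity via heat shock element; 0% = median of DMSO wells and -100% = zero luminescence signal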
HDAC3 inhib: blocks human histone deacetylase 3 | O15379 | recombinant HDAC3, fluorogenic peptide/trypsin coupled, fluorescence | inhibition, % at 8.3 µM | 320,000 tested, 0.15% active | AID 2718; in the data active = inhibition above about 26%, passing the limit was not always enough; inconclusive = no clear call, values can overlap the other calls
Target sequence (O15379 whole entry, looked up): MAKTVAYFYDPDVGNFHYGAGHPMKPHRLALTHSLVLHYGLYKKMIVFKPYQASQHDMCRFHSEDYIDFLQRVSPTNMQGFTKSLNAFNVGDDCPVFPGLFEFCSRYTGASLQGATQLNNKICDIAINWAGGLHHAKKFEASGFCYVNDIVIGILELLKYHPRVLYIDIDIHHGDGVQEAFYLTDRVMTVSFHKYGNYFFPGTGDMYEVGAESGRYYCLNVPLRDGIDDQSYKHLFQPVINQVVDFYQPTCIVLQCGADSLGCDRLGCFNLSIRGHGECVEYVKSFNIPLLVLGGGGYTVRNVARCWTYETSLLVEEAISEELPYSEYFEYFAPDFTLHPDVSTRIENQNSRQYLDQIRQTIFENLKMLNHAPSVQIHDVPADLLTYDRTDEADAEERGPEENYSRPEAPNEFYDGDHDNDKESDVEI
HSP90 refold inh: HSP90 refolding inhibition in rabbit reticulocyte lysate | luciferase refolding luminescence, 3 h | inhibition, % at 5.6 µM | 290,000 tested, 0.91% active;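 active = inhibition above the screen-wide mean plus 3 SD, computed separately per campaign, cut at about 16% in these data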;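 also: 0% = DMSO wells and 100% = 60 µM geldanamycin wells; inhibitors lower the luminescence because luciferase stays unfolded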
HIF activator: HIF pathway transcriptional activation; U2OS HRE-luciferase reporter, luminescence; normalized: DMSO 0%, desferrioxamine 100%; activation, % at 7.5 µM (by protocol); 300,000 tested, 0.32% active;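 active = mean activation of at least 10% of the iron chelator positive control signal, with at least half of replicates also reaching 10%; inconclusive = mean and replicate majority disagree about reaching 10%; inactive = mean and most replicates under 10%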
HSF-1 act: increases HSF-1 driven luciferase reporter signal. NIH3T3-HGL HSF-1 luciferase reporter, MG132, 8 h; 100% = twice DMSO control signal. activation, % at 9 µM. 300,000 tested, 1.7% active. AID 504408;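 active = mean replicate activation of at least 50% with a set share of replicates each reaching 50%; inconclusive = only one of those two conditions met; inactive = mean below 50% and too few replicates reaching it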;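 also: 0% = median of the neutral control wells and 100% = twice that signal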
* marks the source's active call; other numbers are inactive results; i = inactive; ? = inconclusive; . = not tested or not shown.

Molecule,AI-2 QS mod,IEC-6 tox,Platelet DG rel,aSyn UTR inh,KLF5 inh,HSF1 inhib,HDAC3 inhib,HSP90 refold inh,HIF activator,HSF-1 act
Cn1c(=O)c2c(nc(SCCCO)n2Cc2ccccc2Cl)n(C)c1=O,4.4,1.2,-0.4,12.4,-5.9,-1.0,-4.0,0.8,-0.2,-6.3
O=S1(=O)C=C(SCc2ccc(Cl)c(Cl)c2)Nc2ccccc21,22.4,3.3,-8.9,-12.7,-39.8,8.2,5.3,1.2,0.2,-11.9
C=CCn1c(COc2ccccc2F)nnc1SCC(=O)N1CC(=O)Nc2ccccc21,8.6,-0.5,7.0,7.1,-4.8,-4.2,-1.2,1.4,0.1,-7.9
CC(=O)Nc1ccc(S(=O)(=O)NC2(C(F)(F)F)NC(=O)N(CC(C)C)C2=O)cc1 (stereo not drawn),16.3,-0.9,0.8,8.3,-10.2,-3.3,-2.3,2.1,-0.1,-4.0
CCOC(=O)c1[nH]ncc1CN1CCCC(C(=O)c2cccc3ccccc23)C1 (stereo not drawn),30.1,13.1,-3.6,3.7,-13.5,-0.1,.,0.2,-0.3,-5.3
CSc1ccc(S(=O)(=O)NC2CC3CCC2C3)cc1 (stereo not drawn),10.3,1.4,3.0,7.8,-37.4,-9.3,4.3,-6.0,-4.4,-14.0
Oc1ccc(Nc2nc(N3CCCC3)c3ccccc3n2)cc1,30.6,13.3,-2.5,i,-18.5,-0.6,-0.6,1.3,0.2,-2.2
COc1ccc(CN2CCN(C(=O)c3cccs3)CC2)c(OC)c1OC,5.2,-2.5,5.6,-4.4,-13.4,2.7,-1.7,0.7,-0.2,-3.7
O=C(O)CCCN1C(=O)/C(=C\c2ccccc2OCc2ccccc2)SC1=S,68.7,-6.1,8.7,1.5,-50.1,-4.1,4.0,3.2,0.0,2.5
CCCc1cc(=O)[nH]c(SCC(=O)Nc2sc3c(c2C#N)CCCC3)n1,12.0,-1.2,1.6,6.4,-17.2,2.1,0.0,-6.2,0.2,19.0
O=C(Nc1cccc(S(=O)(=O)N2CCOCC2)c1)c1cc([N+](=O)[O-])ccc1N1CCOCC1,8.9,.,17.4,3.6,.,-3.5,0.5,.,0.1,4.7
COCCN(CCOC)C(=O)CN1C(=O)NC2(CCCc3sccc32)C1=O (stereo not drawn),20.0,-10.6,0.4,5.1,-10.1,-0.9,6.1,-6.3,-0.3,-5.7
COc1cc(-c2nc3c[n+](CC(=O)c4ccccc4)ccc3n2C)cc(OC)c1OC,-5.2,3.2,12.4,-15.9,-2.8,2.4,-3.5,1.6,0.2,1.0
O=C(CCC(=O)N(CC(=O)NC1CCCCC1)c1ccccc1F)Nc1nccs1,3.6,-3.0,-5.1,1.1,-2.4,-13.4,0.6,-4.2,1.5,-16.9
Cc1[nH]c(C)c(S(=O)(=O)NCc2ccc(N(C)C)cc2)c1C(=O)N1CCCC1,19.3,-0.7,1.7,-13.3,-10.3,-5.5,-4.8,-4.0,-0.4,9.7

Structures listed so far that have an aryl thioether with sulfur outside any ring (4):
Molecule,AI-2 QS mod,IEC-6 tox,Platelet DG rel,aSyn UTR inh,KLF5 inh,HSF1 inhib,HDAC3 inhib,HSP90 refold inh,HIF activator,HSF-1 act
Cn1c(=O)c2c(nc(SCCCO)n2Cc2ccccc2Cl)n(C)c1=O,4.4,1.2,-0.4,12.4,-5.9,-1.0,-4.0,0.8,-0.2,-6.3
C=CCn1c(COc2ccccc2F)nnc1SCC(=O)N1CC(=O)Nc2ccccc21,8.6,-0.5,7.0,7.1,-4.8,-4.2,-1.2,1.4,0.1,-7.9
CSc1ccc(S(=O)(=O)NC2CC3CCC2C3)cc1 (stereo not drawn),10.3,1.4,3.0,7.8,-37.4,-9.3,4.3,-6.0,-4.4,-14.0
CCCc1cc(=O)[nH]c(SCC(=O)Nc2sc3c(c2C#N)CCCC3)n1,12.0,-1.2,1.6,6.4,-17.2,2.1,0.0,-6.2,0.2,19.0

(cont.)
Molecule,AI-2 QS mod,IEC-6 tox,Platelet DG rel,aSyn UTR inh,KLF5 inh,HSF1 inhib,HDAC3 inhib,HSP90 refold inh,HIF activator,HSF-1 act
CCOc1ccc(CN=C(N)N=C(N)N)cc1Cl,-1.2,-1.2,-13.4,9.3,5.4,-12.0,-1.6,-2.4,-0.2,-12.5
O=C(COc1ccccc1-c1ccccc1)NNC(=O)NC1CCCCC1,14.5,0.0,3.2,-83.1,3.6,17.7,1.2,-0.3,3.9,?
Fc1ccc(Nc2nc3ccccc3s2)cc1,21.9,3.0,1.5,-207.2,-106.2,16.9,2.6,-5.0,5.4,25.7
COc1ccccc1OCCCC(=O)NC(C)c1ccccc1 (stereo not drawn),-4.3,-3.1,-1.9,6.6,10.4,-1.8,-2.3,1.9,-0.4,2.5
COc1ccc(CNC(=O)C(C)N(Cc2ccccc2OC)C(=O)c2snc(C(N)=O)c2N)cc1 (stereo not drawn),8.7,-0.1,-1.4,18.5,-13.3,3.5,-5.8,3.2,-1.1,3.7
O=C(Nc1nnc(C2CC2)s1)c1ccncc1,17.4,3.1,6.6,-16.3,-13.4,2.6,4.3,3.4,0.7,12.9
COC(=O)c1sc(=S)n(-c2ccc(Cl)cc2)c1C,11.8,2.5,3.2,18.6,-8.8,-0.5,11.0,9.3,0.0,5.4
O=C1c2ccccc2C(=O)N1c1ncn[nH]1,19.2,0.1,-6.9,3.2,-1.2,-1.0,3.1,-2.3,-0.2,-4.9
COc1ccc(CNS(=O)(=O)c2ccc3c(c2)N(C(C)=O)CC(C)S3)cc1 (stereo not drawn),10.5,0.5,-2.2,2.3,1.8,1.6,-1.6,-1.1,-0.4,4.1
CCOC(=O)c1c(C)[nH]c(C(=O)COC(=O)COc2ccc(OC)cc2)c1C,27.4,0.4,17.6,12.0,3.9,-5.9,0.7,4.3,0.0,9.0
CN(C)c1cccc(C(=O)OCC(=O)NC2CCCC2)c1,19.9,1.3,-5.2,-9.2,-26.0,-6.3,10.1,-1.2,-18.1,-2.3
N/C(=N\OC(=O)Cc1ccccc1)c1ccc([N+](=O)[O-])cc1,-36.2,-2.5,0.9,-10.0,-3.9,13.5,0.3,-0.8,0.7,6.0
O=C(CNC(=O)c1ccccc1)N/N=C/c1cc(Br)ccc1O,38.9,3.0,-46.1,38.5,18.0,9.1,1.7,-4.8,4.9,2.1
Cc1ccc(OCC(=O)N/N=C/c2cccnc2)cc1,30.6,4.0,-14.0,-17.7,-23.0,-2.6,-1.3,-4.2,-0.4,2.4
COC(=O)c1cc(S(=O)(=O)Nc2c(C)cccc2C)cn1C,7.6,-4.6,-19.8,10.1,-20.0,-2.1,2.4,2.3,-0.2,6.0

Single records, from the list above. Order of screens: AI-2 QS mod, IEC-6 tox, Platelet DG rel, aSyn UTR inh, KLF5 inh, HSF1 inhib, HDAC3 inhib, HSP90 refold inh, HIF activator, HSF-1 act
COC(=O)c1sc(=S)n(-c2ccc(Cl)cc2)c1C in the list: 11.8, 2.5, 3.2, 18.6, -8.8, -0.5, 11.0, 9.3, 0.0, 5.4
C=CCn1c(COc2ccccc2F)nnc1SCC(=O)N1CC(=O)Nc2ccccc21 in the list: 8.6, -0.5, 7.0, 7.1, -4.8, -4.2, -1.2, 1.4, 0.1, -7.9
CC(=O)Nc1ccc(S(=O)(=O)NC2(C(F)(F)F)NC(=O)N(CC(C)C)C2=O)cc1 (stereo not drawn) in the list: 16.3, -0.9, 0.8, 8.3, -10.2, -3.3, -2.3, 2.1, -0.1, -4.0

Later entries
Molecule,AI-2 QS mod,IEC-6 tox,Platelet DG rel,aSyn UTR inh,KLF5 inh,HSF1 inhib,HDAC3 inhib,HSP90 refold inh,HIF activator,HSF-1 act
COc1ccccc1/C=C/C(=O)OCC(=O)Nc1ccccc1Sc1ccccc1,7.5,3.9,-0.6,-0.4,16.4,9.0,17.1,1.6,-0.1,-1.9
Cc1nc2c(-c3ccc(F)cc3)c(C)nn2c(C)c1CCC(=O)NCCN1CCOCC1,11.4,4.5,-14.3,21.0,-22.0,4.7,5.5,39.7*,-0.1,1.6
CCN1C(=O)[C@H]2[C@@H](c3ccc(-c4ccc(F)cc4)c(OC)c3)N3CCC[C@@]3(C(=O)OC)[C@H]2C1=O,17.7,.,-0.6,8.3,.,6.1,-4.7,.,0.3,20.5
Cc1cccc(CCNC(=O)C2CCN(S(=O)(=O)c3c(C)noc3C)CC2)c1,4.0,-8.2,1.8,6.9,-21.9,-4.5,3.2,-3.0,0.5,18.0
CCC1CCCCN1C(=O)COC(=O)c1cc(Br)ccc1Cl (stereo not drawn),15.7,-2.3,-4.2,13.2,-10.0,0.4,0.6,-1.0,-0.2,1.3
O=S(=O)(c1ccc(N2CCN(S(=O)(=O)c3ccccc3)CC2)nc1)N1CCCC1,25.0,-4.1,1.5,-6.7,5.3,-2.0,-7.0,1.9,-0.8,3.1
Cc1ccc(/C=N/NC(=O)c2c[nH]c3ccccc23)o1,5.6,3.1,-1.2,-44.3,-26.9,8.2,5.5,0.2,1.4,38.1
CC(C)CC(=O)Nc1ccc(S(=O)(=O)Nc2nccs2)cc1,18.5,0.7,6.8,15.1,-40.5,-1.7,2.5,5.6,-1.5,-4.3
Cc1ccc(CNC(=O)CN2C(C)CCCC2C)cc1 (stereo not drawn),3.8,5.8,-2.3,0.8,7.2,-2.7,-4.7,-1.5,-0.4,-23.4
CC1CC(=O)Nc2ccccc2N1S(=O)(=O)c1ccc(Cl)cc1 (stereo not drawn),21.3,1.5,-12.2,-6.7,-22.4,-4.3,-1.5,-2.1,0.1,-9.8
CCC(C)c1ccc(S(=O)(=O)Nc2cccnc2)cc1 (stereo not drawn),17.4,-2.0,-7.2,-0.8,-15.6,-1.4,3.7,2.1,2.2,-4.7
CN(C)C1(CNC(=O)Nc2ccccc2)CCCCC1,24.6,3.8,0.1,7.8,-38.4,-4.7,0.2,-4.9,-10.5,-2.4
COc1ccc(NC(C)=O)cc1CNC(=O)CN1CCOCC1,20.4,5.4,-5.6,8.6,1.4,-5.0,0.6,-2.1,-1.9,-14.2
O=C(C1CCN(C2CC(=O)N(c3cccc(Cl)c3)C2=O)CC1)N1CCCC1 (stereo not drawn),20.8,-2.0,.,.,-7.5,.,7.3,-3.1,.,.

A draw from above in order of count of non-hydrogen atoms, descending:
Molecule,AI-2 QS mod,IEC-6 tox,Platelet DG rel,aSyn UTR inh,KLF5 inh,HSF1 inhib,HDAC3 inhib,HSP90 refold inh,HIF activator,HSF-1 act
Cc1nc2c(-c3ccc(F)cc3)c(C)nn2c(C)c1CCC(=O)NCCN1CCOCC1,11.4,4.5,-14.3,21.0,-22.0,4.7,5.5,39.7*,-0.1,1.6
CCC1CCCCN1C(=O)COC(=O)c1cc(Br)ccc1Cl (stereo not drawn),15.7,-2.3,-4.2,13.2,-10.0,0.4,0.6,-1.0,-0.2,1.3
Cc1ccc(CNC(=O)CN2C(C)CCCC2C)cc1 (stereo not drawn),3.8,5.8,-2.3,0.8,7.2,-2.7,-4.7,-1.5,-0.4,-23.4
